Bcl-W Bim block – human Bim-Bcl-W interaction inhibition; hit rate 0.02% among 190,000; bead-based flow cytometry, Bim peptide-Bcl-W binding; inhibition, % at 10 µM;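 also: 0% = bound tracer without compound and 100% = peptide blocker; higher means less fluorescent Bim peptide bound to Bcl-W beads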
Target sequence (Q92843 whole entry, looked up): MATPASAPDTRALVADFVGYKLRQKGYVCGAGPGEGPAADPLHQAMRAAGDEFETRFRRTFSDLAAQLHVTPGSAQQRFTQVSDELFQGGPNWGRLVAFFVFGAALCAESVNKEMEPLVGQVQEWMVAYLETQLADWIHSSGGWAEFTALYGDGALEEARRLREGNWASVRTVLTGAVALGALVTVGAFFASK
Rab2 wt GTP – changes GTP binding to wildtype dog Rab2A, up or down | P61105 | GST-Rab2 wt beads, Bodipy-GTP binding, flow cytometry | GTP binding activity, % at 10 µM | hit rate 0.19% among 190,000 | AID 760;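 active = GTP binding activity at least 20 points away from 100%, either lowered or raised; inconclusive = signal likely due to the compound's own green fluorescence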;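 also: 0% = beads with excess unlabeled GTP and 100% = no-compound control corrected for plate trend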
Bcl-B Bim block – disrupts Bim peptide binding to human Bcl-B; Q9HD36; bead-based flow cytometry; inhibition, % at 10 µM; hit rate 0.073% among 190,000; AID 951;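 also: 0% = tracer peptide without compound and 100% = reference inhibitor peptide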
Rac1 mut GTP – human Rac1 activated mutant GTP binding change | P63000 | GST-Rac1 activated beads, fluorescent GTP binding, flow cytometry; actives lie on both sides; 100% means binding = to untreated wells | percent activity (GTP binding), % at 10 µM | hit rate 0.11% among 190,000 | AID 764;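 active = GTP binding at least 20 percentage points away from the 100% baseline, in either direction, so actives lie on both sides; inconclusive = Compound likely fluorescent itself, or too few beads counted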
Rab7 wt modul – dog Rab7 wildtype GTP binding, inhibitors and activators; GST-Rab7 beads, fluorescent GTP binding, flow cytometry; actives lie on both sides; untreated = 100%, excess cold GTP = 0%; GTP binding activity (percent of control), % at 10 µM; hit rate 0.055% among 190,000;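 active = fluorescent GTP binding to Rab7 beads changed by at least 20 points from the 100% baseline, either direction, mostly lower; inconclusive = compound itself probably fluorescent, or too few beads counted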;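 also: median green fluorescence of bound Bodipy-FL-GTP per Rab7 bead population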
Bim-Bcl-XL – disrupts Bim peptide binding to human Bcl-XL. hit rate 0.04% among 190,000. Q07817. bead flow cytometry, fluorescence. inhibition, % at 10 µM
Target sequence (Q07817 whole entry, looked up): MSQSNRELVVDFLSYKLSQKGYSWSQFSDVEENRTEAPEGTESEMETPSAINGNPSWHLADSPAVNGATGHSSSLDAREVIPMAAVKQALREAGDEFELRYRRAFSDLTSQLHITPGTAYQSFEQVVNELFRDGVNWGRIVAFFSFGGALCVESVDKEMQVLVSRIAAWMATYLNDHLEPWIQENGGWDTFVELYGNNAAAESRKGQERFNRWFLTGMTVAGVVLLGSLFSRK
Bim-Bcl-2 – inhibitors of Bim-Bcl-2 interaction, human | P10415 | Bead-based flow cytometry, Bim peptide-Bcl-2 binding | inhibition, % at 10 µM | hit rate 0.06% among 190,000; in the data active = inhibition above about 40%; inconclusive = no clear call, values can overlap the other calls;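 also: 0% = no compound wells with probe peptide and 100% = reference peptide inhibitor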
Bim-Bfl-1 – inhibitors of Bim-Bfl-1 interaction, human; Q16548; Bead-based flow cytometry, Bim-Bfl-1 binding inhibition; inhibition, % at 10 µM; hit rate 0.12% among 190,000; AID 1008;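 also: 0% = wells without compound plus tracer and 100% = blocker peptide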
HRas wt GTP – human HRas wildtype GTP binding, change in either direction; P01112; hit rate 0.14% among 190,000; GTP binding activity, % at 10 µM; AID 759; GST-Ras wt beads, Bodipy-FL-GTP binding, flow cytometry; actives lie on both sides;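 active = GTP binding activity at least 20% away from the 100% baseline, either lowered as inhibitor or raised as activator; inconclusive = flagged as likely green fluorescent, judged across all proteins in the well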;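 also: 0% = unlabeled GTP competition control and 100% = no-compound control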
Target sequence (P01112 whole entry, looked up): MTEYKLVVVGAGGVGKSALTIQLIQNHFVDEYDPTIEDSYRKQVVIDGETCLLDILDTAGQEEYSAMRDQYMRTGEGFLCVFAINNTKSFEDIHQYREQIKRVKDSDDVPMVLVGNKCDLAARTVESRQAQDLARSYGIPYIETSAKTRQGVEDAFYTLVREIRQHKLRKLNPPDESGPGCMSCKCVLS
Cdc42 wt – modulators (inhibitors or activators) of GTP binding to human Cdc42 wildtype; GST-Cdc42 beads, Bodipy-GTP binding, flow cytometry; actives lie on both sides; hit rate 0.2% among 190,000; percent activity (GTP binding), % at 10 µM; AID 761;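 active = percent activity GTP binding at least 20 points away from the 100% baseline, either down as inhibitor or up as activator; inconclusive = compound flagged as likely green fluorescent from well-wide comparison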;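 also: median bead fluorescence of bound Bodipy-FL-GTP at 100 nM; 0% = excess unlabeled GTP control and 100% = no compound control; below 100% means less GTP binding so inhibitor and above means activator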
Target sequence (P60953 whole entry, looked up): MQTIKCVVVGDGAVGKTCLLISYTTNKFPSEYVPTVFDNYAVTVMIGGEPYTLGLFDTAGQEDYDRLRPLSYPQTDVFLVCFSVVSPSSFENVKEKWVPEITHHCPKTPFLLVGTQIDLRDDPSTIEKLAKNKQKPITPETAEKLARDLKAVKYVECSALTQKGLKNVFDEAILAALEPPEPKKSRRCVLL
Rac1 wt modul – alters GTP binding to wildtype human Rac1; P63000; GST-Rac1 beads, fluorescent GTP binding, flow cytometry; actives lie on both sides; 0 = cold GTP competed, 100 = untreated; GTP binding activity (% of control), % at 10 µM; hit rate 0.27% among 190,000; AID 757;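 active = GTP binding activity at least 20 points away from the 100% control level, either lower or higher; inconclusive = compound flagged as likely green fluorescent, judged across all proteins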
Starred values were filed as active, the others as inactive; ? = inconclusive; / = no result given. Rule as the data show it, unless noted: active = inhibition above about 40%. An excerpt (hit frequency here may not be typical).

SMILES	Bcl-W Bim block	Rab2 wt GTP	Bcl-B Bim block	Rac1 mut GTP	Rab7 wt modul	Bim-Bcl-XL	Bim-Bcl-2	Bim-Bfl-1	HRas wt GTP	Cdc42 wt	Rac1 wt modul
Cc1nn(Cc2ccccc2)c(Cl)c1C(=O)OCC(=O)NCC1CCCO1 (stereo unspecified)	-4	96	1	94	94	-1	-1	2	99	96	98
CC(C)OP(=O)(OC(C)C)C(O)c1cccnc1 (stereo unspecified)	-4	98	-5	101	98	-7	-10	-8	100	105	105
CCC(C)n1c(O)c(C=Nc2cccc(C(F)(F)F)c2)c(=O)[nH]c1=S (stereo unspecified)	-3	94	-17	96	101	-4	-2	0	97	98	101
CC(C)(C)n1cc(C(=O)c2ccc3ccccc3c2O)cn1	0	87	-3	91	92	0	-9	-8	90	90	93
CC1=NN(c2ccccc2)C(=O)/C1=C/c1c(O)[nH]c(=O)[nH]c1=O	-4	96	0	94	102	-4	0	2	94	94	94
CC1CCC(C(=O)NC(C(=O)N2CCC3(CC2)OCCO3)C(C)C)CC1 (stereo unspecified)	0	101	-8	96	100	-4	-5	-17	98	100	97
C=Cn1ccnc1P(=S)(c1cc(N(CC)CC)ns1)c1nccn1C=C	0	105	1	100	104	0	-1	-1	103	103	103
COc1ccc(C(=O)C2CCCN(Cc3ccsc3)C2)cc1OC (stereo unspecified)	0	94	0	97	92	-2	-2	-1	94	98	95
Cc1cc(C)c(-n2c(O)c(/C=N/N3CCCCC3c3cccnc3)c(=O)[nH]c2=O)c(C)c1 (stereo unspecified)	0	99	3	98	95	0	6	0	97	102	101
CC(=O)C1C2c3ccccc3OC1(C)N=c1s/c(=C/c3cn(C)nc3C)c(=O)n12 (stereo unspecified)	0	101	-9	98	102	0	-4	-14	101	102	101
CN(C)P(=O)(CCl)Nc1ccccc1 (stereo unspecified)	-9	97	-15	98	99	-13	-12	-19	100	98	102
CCOP(=O)(OCC)c1cccc(O)c1	0	102	-2	96	108	-4	-4	-7	102	100	103
O=C(Nc1ccc(Cl)cc1C(=O)c1ccccc1)c1ccc(Br)o1	0	98	1	96	97	0	0	0	100	101	97
CCS(=O)(=O)NCc1nnc2n1-c1ccc(Cl)cc1C(c1ccccc1)=NC2	-4	98	-6	96	97	-7	-1	-1	98	97	101
CCn1cc(/C=c2/sc3n(c2=O)C2c4ccccc4OC(C)(N=3)C2C(=O)OC)c(C)n1 (stereo unspecified)	-2	97	-2	93	100	-3	1	4	92	93	96
CCOC(=O)N1CCN(C(C)C(=O)c2c[nH]c3ccccc23)CC1 (stereo unspecified)	-4	101	0	99	101	-1	0	-2	101	101	102
O=C(CNC(=O)OCc1ccccc1)Nc1ccc(Br)cc1C(=O)c1ccccc1	0	95	-12	90	95	3	-8	-8	97	96	94
CC1(C)C(c2ccccc2)=NC(c2cccnc2)=[N+]1[O-]	3	98	0	96	94	1	-1	1	95	96	95
CN1C(=O)N(C)C(=O)C2(Cc3cc([N+](=O)[O-])ccc3N(C)C2)C1=O	0	102	-1	98	107	-2	-2	-3	98	103	103
C/C(=N\NC(=S)Nc1ccccc1)c1c(O)n(C)c(=O)n(C)c1=O	3	100	-21	99	106	0	4	6	100	100	99
O=c1cccc2n1CC1CC2CN(C(c2ccccc2)c2sc3ncnn3c2O)C1 (stereo unspecified)	0	105	0	102	102	-3	-2	-5	104	104	106
CC(C)CCNC(=O)c1c(N)n(Cc2ccc3c(c2)OCO3)c2nc3ccccc3nc12	2	100	-17	97	100	5	5	5	97	96	93
Cc1cc(NC(=O)COC(=O)c2c(C)nn(Cc3ccccc3Cl)c2C)no1	-3	102	-10	98	99	-6	-11	-18	101	103	105
COc1cc2c(cc1OC)C(C(=O)N1CCC3(CC1)OCCO3)C(c1ccccc1F)N(C)C2=O (stereo unspecified)	4	?	-3	?	?	0	-5	-15	?	?	?
CCOc1ccccc1-n1c(O)c(C=Nc2c(C)n(C)n(-c3ccccc3)c2=O)c(=O)[nH]c1=O	0	99	-6	97	99	-7	-8	-12	100	100	99
COc1cc(/C=C2\C(=O)NC(=O)N(c3ccc(C)cc3)C2=O)cc(OC)c1O	-2	99	-5	97	94	-1	-1	-2	98	99	98
CCc1c(C(=O)NN2C(=O)C3C4CCC(O4)C3C2=O)csc1C (stereo unspecified)	-1	96	-2	98	102	-8	0	1	100	98	101
O=c1[nH]c(O)c(N=Nc2cc(C(F)(F)F)ccc2Cl)c(=O)[nH]1	1	?	-1	?	?	2	-2	-5	?	?	?
CCCC(C)C1(CC)C(=O)NC(=O)N=C1N (stereo unspecified)	-3	102	-9	101	103	-6	-4	-16	104	105	104
Cc1nc2ccc(Cl)cn2c1P(=S)(N1CCOCC1)N1CCOCC1	2	103	-9	101	101	-5	-10	-15	100	103	106
CC12CN3CC(C)(CN(C1)C31CCOCC1)C2=O	/	100	/	98	95	/	?	/	98	98	100
CCn1cc(C(=O)c2ccccc2)c2ccccc21	3	100	-8	100	98	-1	-12	-11	99	104	105
Cc1ccccc1-n1c(C)cc(/C=C2/C(=O)NC(=O)N(Cc3ccco3)C2=O)c1C	0	97	-3	96	95	-3	-6	-2	98	97	100
CCn1c(P(C)(=O)O)nc2cc(NC(=O)c3ccccc3F)ccc21	-5	97	-4	97	96	-5	-4	-7	99	98	99
C/C(=N\N1CCCCC1)c1c(O)[nH]c(=O)[nH]c1=O	0	99	8	100	94	3	8	10	98	105	105
COc1ccc(CCNC(=O)COC(=O)Cc2ccccc2)cc1	-5	101	-12	99	103	-10	-11	-13	101	102	102
O=c1c2ccccc2nc(CNCC2CCCO2)n1-c1ccc(F)cc1 (stereo unspecified)	2	96	-1	99	109	0	-2	-4	99	103	101
O=C1NC(=O)N(c2ccccc2F)C(=O)/C1=C/c1ccc(Sc2nc3ccccc3[nH]2)o1	7	90	15	91	94	5	5	8	93	95	93
COc1ccc(-c2cc(=NCCC(=O)O)c3cc(C)ccc3o2)cc1	9	?	9	?	?	11	1	2	?	?	?
CC12CCCCC1N(O)CN2O (stereo unspecified)	0	99	-1	103	99	-2	1	-2	101	105	107
C#CCN(C)[C@H](C)Cc1ccccc1	-3	/	-1	/	/	-2	-3	0	/	/	/
N#Cc1cc(F)c(N2CCNCC2)cc1Cl	-1	95	1	95	99	0	0	-4	95	97	95
O=C(COC(=O)Cc1ccccc1)Nc1cc(S(=O)(=O)N2CCOCC2)ccc1N1CCCC1	0	95	-5	98	101	0	0	-2	98	103	103
CC(C(=O)c1cn(C)c2ccccc12)c1ccccc1 (stereo unspecified)	1	98	-7	97	98	-2	-2	-11	99	99	99
COCCNC(=O)c1ccc(N2CC3CC(C2)c2cccc(=O)n2C3)c([N+](=O)[O-])c1 (stereo unspecified)	-3	98	-7	95	104	-3	-6	-4	98	98	97
CN1CCN(c2ccc([N+](=O)[O-])c(N)c2)CC1	-1	98	-2	100	101	-2	5	6	98	101	103
Fc1ccccc1N1CCN(Cc2ccc3c(c2)OCO3)CC1	-2	98	-2	96	96	-1	-1	-4	100	98	98
CCN(CC)P(=O)(c1n(CC)cc[n+]1CC)N(CC)CC	1	99	-5	99	106	-4	0	-3	102	99	99
Cn1c(=O)n(C)c2cc([N+](=O)[O-])c(N3CCNCC3)cc21	-1	95	-5	95	104	-4	0	-7	96	92	100
Cc1ccsc1C(=O)C1CCCN(Cc2ccn[nH]2)C1 (stereo unspecified)	0	97	-6	99	96	-5	-2	-4	98	97	100
CCC(C)C1N=C(c2ccccc2)c2cc(Cl)ccc2N(CC(=O)NCc2ccco2)C1=O (stereo unspecified)	0	100	-6	99	103	-1	-6	-9	102	102	102
COc1ccc2c(c1)c(C(=O)CN1CCC3(CC1)OCCO3)c(C)n2Cc1ccccc1	1	100	-9	101	102	-4	-10	-18	100	101	107
CCOc1ccc(Cc2c(O)[nH]c(=O)[nH]c2=O)cc1	-5	98	-5	100	99	-5	-2	-1	99	102	101
CN1C(=O)C(=Cc2ccc(N3CCCCC3)o2)C(=O)N(C)C1=S	-2	98	-10	95	100	-1	-9	-11	100	99	103
CC(C)(O)[C@H]1O[C@H]2CC[C@@]3(C)[C@@](O)(CC[C@H]4Cc5c([nH]c6ccccc56)[C@@]43C)C2=CC1=O	0	95	0	96	95	3	0	-2	94	92	96
O=C(c1ccc2c(c1)OCO2)N1CCC2(CC1)OCCO2	-2	99	0	98	97	0	-3	-1	99	102	98
O=C(C(=O)N1CCOCC1)c1cn(Cc2ccccc2)c2ccccc12	-2	98	0	93	100	0	-3	-8	95	96	98
NC(=O)CSc1nnc([C@@H](N)Cc2c[nH]c3ccccc23)o1	5	98	1	95	95	3	1	2	96	94	96

Molecules from the list above that contain a Cl atom:
SMILES	Bcl-W Bim block	Rab2 wt GTP	Bcl-B Bim block	Rac1 mut GTP	Rab7 wt modul	Bim-Bcl-XL	Bim-Bcl-2	Bim-Bfl-1	HRas wt GTP	Cdc42 wt	Rac1 wt modul
Cc1nn(Cc2ccccc2)c(Cl)c1C(=O)OCC(=O)NCC1CCCO1 (stereo unspecified)	-4	96	1	94	94	-1	-1	2	99	96	98
CN(C)P(=O)(CCl)Nc1ccccc1 (stereo unspecified)	-9	97	-15	98	99	-13	-12	-19	100	98	102
O=C(Nc1ccc(Cl)cc1C(=O)c1ccccc1)c1ccc(Br)o1	0	98	1	96	97	0	0	0	100	101	97
CCS(=O)(=O)NCc1nnc2n1-c1ccc(Cl)cc1C(c1ccccc1)=NC2	-4	98	-6	96	97	-7	-1	-1	98	97	101
Cc1cc(NC(=O)COC(=O)c2c(C)nn(Cc3ccccc3Cl)c2C)no1	-3	102	-10	98	99	-6	-11	-18	101	103	105
O=c1[nH]c(O)c(N=Nc2cc(C(F)(F)F)ccc2Cl)c(=O)[nH]1	1	?	-1	?	?	2	-2	-5	?	?	?
Cc1nc2ccc(Cl)cn2c1P(=S)(N1CCOCC1)N1CCOCC1	2	103	-9	101	101	-5	-10	-15	100	103	106
N#Cc1cc(F)c(N2CCNCC2)cc1Cl	-1	95	1	95	99	0	0	-4	95	97	95
CCC(C)C1N=C(c2ccccc2)c2cc(Cl)ccc2N(CC(=O)NCc2ccco2)C1=O (stereo unspecified)	0	100	-6	99	103	-1	-6	-9	102	102	102

High-throughput results from PubChem.
